ANO1 block – blocks the mouse calcium-activated chloride channel TMEM16A | Q8BHY3 | HEK293 TMEM16A/YFP iodide influx fluorescence, ionomycin | normalized B-score (activity score, 25-100; higher = stronger inhibition) at 10 µM | 1.2% of 310,000 active;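 active means ratio plate-corrected score three or more library SD toward inhibition, starting fluorescence score within five deviations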;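 further: score derived from kinetic fluorescence span divided by baseline fluorescence per well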
HDAC3 inhib – human HDAC3 inhibition; 0.15% of 320,000 active; recombinant HDAC3, fluorogenic peptide/trypsin coupled, fluorescence; inhibition, % at 8.3 µM; in the data active means inhibition above about 26%, passing the limit was not always enough
TRPC4 potent – allosteric potentiators of mouse TRPC4 channel; Q9QUQ5; HEK293 TRPC4beta/mu-opioid, DAMGO EC20, Fluo-4 Ca2+ flux; stronger effect = higher value; B-score at 10 µM; 0.42% of 310,000 active;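 active means B-score of calcium response area above 5 SD of library B-scores, with initial fluorescence ratio within 5 SD of library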;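 further: B-score of integrated fluorescence ratio over time as area under calcium response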
KCNQ1 pot – potentiators or activators of human KCNQ1 potassium channel; AID 2648; 0.35% of 310,000 active; CHO-K1 KCNQ1, thallium flux FluxOR fluorescence; stronger effect = higher value; B-score at 10 µM; P51787;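 active means fluorescence ratio B-score, a plate-corrected score, at least three library SD, with initial intensity B-score within 5 SD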
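Assay system: CHO-K1 cells stably expressing KCNQ1. Medium: assay buffer for compound exposure, DMSO matched across wells. Timing: 37 °C overnight plating, 90-min dark dye load, 20-min compound pretreatment. Signal: kinetic FluxOR fluorescence, 10 s baseline plus 110 s post-stimulus.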
Dyrk1A ADPGlo – Dyrk1A (rat) kinase inhibition. 0.43% of 310,000 active. ADP-Glo luminescence, NFATc1 peptide. Q63470. inhibition, % at 12.5 µM. AID 504441; in the data active means inhibition above about 50%;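 further: plate controls were vehicle with enzyme for no effect and no enzyme for full effect; many of its hits are not listed in these tables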
hERG rescue – hERG (human) protection from proarrhythmic block | Q12809 | 0.51% of 310,000 active | CHO-hERG, FluxOR thallium flux, dofetilide IC70 present | activation (rescue from dofetilide block), less the hit threshold, % at 10 µM;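 active means activation above the mean of controls blocked by dofetilide plus 5 SD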;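 further: thallium influx through hERG after potassium depolarization seen as dye fluorescence rise; in these data hits start at about 4.7%; inactives centre near -7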
Target sequence (Q12809 whole entry, looked up): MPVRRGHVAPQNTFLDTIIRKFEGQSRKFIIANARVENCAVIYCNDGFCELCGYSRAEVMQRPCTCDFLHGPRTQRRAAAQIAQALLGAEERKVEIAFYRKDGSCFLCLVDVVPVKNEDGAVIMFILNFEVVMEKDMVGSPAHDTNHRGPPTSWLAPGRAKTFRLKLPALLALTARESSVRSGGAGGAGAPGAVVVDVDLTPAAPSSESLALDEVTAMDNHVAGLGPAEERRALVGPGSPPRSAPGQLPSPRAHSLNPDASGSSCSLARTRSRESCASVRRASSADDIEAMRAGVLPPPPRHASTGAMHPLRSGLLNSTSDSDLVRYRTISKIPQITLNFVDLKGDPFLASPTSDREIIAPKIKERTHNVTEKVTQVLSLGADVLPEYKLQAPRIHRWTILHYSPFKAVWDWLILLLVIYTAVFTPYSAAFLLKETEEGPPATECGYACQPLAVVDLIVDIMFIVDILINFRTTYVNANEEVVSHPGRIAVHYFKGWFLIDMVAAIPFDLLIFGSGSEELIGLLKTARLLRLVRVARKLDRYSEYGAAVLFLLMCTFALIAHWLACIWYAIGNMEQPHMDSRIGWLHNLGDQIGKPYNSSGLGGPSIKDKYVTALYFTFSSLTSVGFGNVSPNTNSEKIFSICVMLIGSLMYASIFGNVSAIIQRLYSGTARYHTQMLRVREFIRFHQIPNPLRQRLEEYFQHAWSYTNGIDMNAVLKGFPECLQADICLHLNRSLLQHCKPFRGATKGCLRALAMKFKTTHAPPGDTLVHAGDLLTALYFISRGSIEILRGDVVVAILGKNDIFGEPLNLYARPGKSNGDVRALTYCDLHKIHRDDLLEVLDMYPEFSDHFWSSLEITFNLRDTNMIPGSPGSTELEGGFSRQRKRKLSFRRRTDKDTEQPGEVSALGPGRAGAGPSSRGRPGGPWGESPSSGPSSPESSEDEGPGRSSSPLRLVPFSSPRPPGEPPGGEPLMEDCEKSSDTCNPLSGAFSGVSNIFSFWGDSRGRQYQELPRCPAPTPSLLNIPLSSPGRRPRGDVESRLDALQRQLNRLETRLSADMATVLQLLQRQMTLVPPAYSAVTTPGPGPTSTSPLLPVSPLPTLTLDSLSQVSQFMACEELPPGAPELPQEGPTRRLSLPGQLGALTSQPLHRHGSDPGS
ANO1 activ – mouse TMEM16A channel activation, primary screen. B-score at 10 µM. HEK293 TMEM16A/YFP-H148Q/I152L, iodide quench fluorescence; stronger effect = lower value. Q8BHY3. 0.3% of 340,000 active;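 active means fluorescence-ratio B-score plate-corrected deviation score at least 3 library SD below zero, with starting fluorescence score within 5 deviations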;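 further: channel opened by trigger with iodide after compound preincubation; score built on the fluorescence ratio of max minus min over baseline; more negative score means more quench and so TMEM16A activation or potentiation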
KCNK3 inh – human KCNK3 channel inhibition, primary screen | O14649 | CHO-KCNK3 thallium flux, FluxOR fluorescence; stronger effect = lower value | B-score at 10 µM | 0.84% of 340,000 active;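 active means B-score under library mean minus 4 SD, starting fluorescence ratio at most library mean plus 5 SD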;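 further: more negative B-score means stronger inhibition of thallium flux through KCNK3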
KCNQ1 block – blocks the human KCNQ1 potassium channel; CHO-K1 KCNQ1, FluxOR thallium flux fluorescence; stronger effect = higher value; B-score at 10 µM; 1.3% of 310,000 active; AID 2642;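 active means compounds whose thallium flux B-score, printed positive for inhibition, exceeds three library SD while starting fluorescence stays within three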;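 further: channel opened by potassium depolarization with thallium stimulus after 20 min compound exposure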
KCNK9 inh – human KCNK9 channel inhibition; Q9NPC2; HEK293 KCNK9, FluxOR thallium flux fluorescence; stronger effect = lower value; B-score at 10 µM; 1.2% of 310,000 active; AID 488922;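 active means ratio B-score over 3 SD below the library mean, with starting fluorescence within 5 SD of its mean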;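 further: negative B-score means less thallium flux so channel inhibition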
TRPC4 act – activators of mouse TRPC4 channel. 0.49% of 310,000 active. Q9QUQ5. B-score at 10 µM. HEK293 TRPC4beta/mu-opioid, Fluo4 calcium fluorescence; stronger effect = higher value. AID 2237;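 active means B-score above 5 SD of library B-scores, and initial fluorescence ratio not above library mean plus 5 SD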;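 further: positive B-score marks a calcium rise read as TRPC4 activation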
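Assay system: HEK293 stable line with TRPC4beta plus mu-opioid receptor; schedule: 45 min room-temperature Fluo4 loading, 110 s read; technique: kinetic Fluo4 calcium fluorescence; evaluation: integrated baseline-normalised fluorescence ratio, converted to per-well B score; controls: buffer (low) and maximal DAMGO (high)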
* hit, by the source's call; i = inactive; · = no result given.

SMILES | ANO1 block | HDAC3 inhib | TRPC4 potent | KCNQ1 pot | Dyrk1A ADPGlo | hERG rescue | ANO1 activ | KCNK3 inh | KCNQ1 block | KCNK9 inh | TRPC4 act
CCOc1cc(/C=C(\C#N)c2nc3ccccc3[nH]2)ccc1OC(C)C(=O)O (stereo not drawn) | i | 1 | i | i | 2 | -8 | i | i | i | i | i
Cc1ccc(S(=O)(=O)c2c(COC(=O)c3cccc(Cl)c3)c(-c3ccccc3)nn2C)cc1 | i | 0 | i | i | 7 | -6 | i | i | i | i | i
O=C(c1cc2c(s1)CCCCC2)N1CCN(c2ncccn2)CC1 | i | -1 | i | i | -6 | -15 | i | i | i | i | i
CCN1C(=O)[C@H]2[C@@H](c3ccc(Cl)cc3)N3C(=O)CN(Cc4ccccc4)C(=O)[C@@]3(C)[C@H]2C1=O | i | 2 | i | i | -1 | -10 | i | i | i | i | i
CCOC(=O)c1nc(Nc2ccc(N3CCOCC3)cc2)c2ccccc2n1 | i | 7 | i | i | 4 | -7 | i | i | i | i | i
CCn1cc(C(=O)N2CCN(c3ccc(OC)cc3)CC2)c(=O)c2cc(S(=O)(=O)N3CCOCC3)ccc21 | i | -1 | i | i | · | 0 | i | i | i | i | i
COc1ccccc1NC(=O)C(C)OC(=O)CCSc1ccc(F)cc1 (stereo not drawn) | i | 4 | i | i | · | -9 | i | i | i | -16* | i
CCCn1nc(NC(=O)C(C)C)c2cc3cc(OC)ccc3nc21 | i | -1 | i | i | 21 | -4 | i | i | i | i | i
CCCCN(C)CCNC(=O)C1CCCN(S(=O)(=O)c2cccc3nsnc23)C1 (stereo not drawn) | i | -2 | 25* | i | -4 | -6 | i | i | i | i | i
COc1ccc(N(CC(=O)NCc2ccccc2OC)S(=O)(=O)c2ccccc2[N+](=O)[O-])c(OC)c1 | i | 9 | i | i | -6 | -6 | i | i | i | i | i
CCOc1cc(C2NN=C(c3ccccc3)S2)ccc1OCc1ccc(F)cc1 (stereo not drawn) | i | -1 | i | i | -7 | -13 | i | i | i | i | i
NC(=O)C1CCN(C(=O)C(=O)c2cn(CC(=O)N3CCCC3)c3ccccc23)CC1 | i | 2 | i | i | -8 | -5 | i | i | i | i | i
NC(=O)c1ccc(NC(=O)COC(=O)c2ccc([N+](=O)[O-])cc2)cc1 | i | · | i | i | -6 | -5 | i | i | i | i | i
COc1ccccc1Nc1nc(C)c(C(=O)Nc2ccccc2)s1 | i | 17 | i | i | -2 | -4 | i | i | i | i | i
CCn1c2ccccc2c2cc(/C=N/NC(=O)c3ccccc3C)ccc21 | i | 1 | i | i | 1 | -8 | i | i | i | i | i
CCOC(=O)C1CCCN(CCC(=O)Nc2cc(OC)ccc2OC)C1 (stereo not drawn) | i | -1 | i | i | · | -8 | i | i | i | i | i
Fc1nc(F)c(F)c(NCCCNc2c(F)c(F)nc(F)c2F)c1F | 100* | 12 | i | i | -2 | -22 | i | i | i | i | i
O=c1[nH]c(C2CCN(S(=O)(=O)c3ccc4c(c3)OCCO4)CC2)nc2c1nnn2Cc1c(F)cccc1Cl | i | -5 | i | i | 6 | -8 | i | i | i | i | i
O=C(Nc1cc2c3c(c1)CC(=O)N3CCC2)c1cccc(F)c1 | i | 5 | i | i | -2 | -9 | i | i | i | i | i
O=C(CSc1nnc(-c2ccncc2)n1Cc1ccccc1)Nc1nccs1 | i | -5 | i | i | -1 | -8 | i | i | i | i | i
O=C(NCc1ccc(F)cc1)C(=O)NCC1CCCN1S(=O)(=O)c1ccccc1 (stereo not drawn) | i | -3 | i | i | 10 | -15 | i | i | i | i | i
COc1cc(/C=C2\SC(N3CCc4ccccc4C3)=NC2=O)cc(OC)c1OC | i | 5 | i | i | -1 | -11 | i | i | i | i | i
COc1ccc(C(=O)COC(=O)CCn2nnc(-c3cccs3)n2)cc1 | i | 3 | i | i | -6 | -12 | i | i | i | i | i
Cc1cc(C(=O)Nc2ccccn2)no1 | i | 1 | i | i | 5 | -4 | i | i | i | i | i
CC1CCN(C(=S)c2ccc(N(C)C)cc2)CC1 | i | 0 | i | i | 2 | -11 | i | i | i | i | i
CCn1ncc(C2=NOC(C(=O)N3CCN(c4ccccc4)CC3)C2)c1C (stereo not drawn) | i | -1 | i | i | -2 | -11 | i | i | i | i | i
COc1ccccc1C1/C(=C(/O)c2ccc(Cl)cc2)C(=O)C(=O)N1CCN1CCOCC1 (stereo not drawn) | i | 2 | i | i | -6 | -7 | i | i | i | i | i
Cc1ccc(O)c(CCc2ccc(O)cc2)n1 | i | 4 | i | i | 5 | -5 | i | i | i | i | i
Cc1ccc(S(=O)(=O)N2CCN(C(=O)CCn3nc(C)c(C)c3C)CC2)cc1 | i | -1 | i | i | 1 | -8 | i | i | i | i | i
CN(C)S(=O)(=O)c1ccc(Cl)c(C(=O)NC2CCN(Cc3ccccc3)C2)c1 (stereo not drawn) | i | -6 | 19* | i | 0 | -8 | i | i | i | i | i
Nc1nc(C(F)(F)F)cc(=O)[nH]1 | i | 3 | i | i | 7 | -8 | i | i | i | i | i
COc1ccc(CCOC(=O)c2cccc(NC(C)=O)c2)cc1 | i | -8 | i | i | 36 | -10 | i | i | i | i | i
O=C(N/N=C/c1cc(Cl)ccc1O)c1ccc(Br)cc1 | i | 2 | · | · | 5 | · | i | i | · | · | ·
NC(=O)c1c(NC(=O)CCCn2cnc([N+](=O)[O-])n2)sc2c1CCCC2 | i | 3 | i | i | 41 | -5 | i | i | i | i | i
COc1ccc(Cc2nnc(NS(=O)(=O)Cc3ccccc3)s2)cc1 | i | 1 | i | i | 5 | -1 | · | i | i | i | i
O=[N+]([O-])c1ccc(N2CCN(c3ccccc3)CC2)cc1 | i | 2 | i | i | -5 | -12 | i | i | i | i | i
C=CCn1c(SCC(=O)NC2CC2)nnc1-c1cccs1 | i | -6 | i | i | -8 | -9 | i | i | i | i | i
COc1ccc(CNC(=O)CCSCc2ccccc2C)cc1 | i | -5 | i | i | -2 | -9 | i | i | i | i | i
Cc1ccc(-c2nn(-c3ccccc3)cc2C2CC(c3cccs3)=NN2C(=O)CCCC(=O)O)cc1 (stereo not drawn) | i | -12 | i | i | 7 | -19 | i | i | i | i | i
COc1ccc(N2CCN(C(=O)CN(C)S(=O)(=O)c3ccc4c(c3)c(=O)n(C)c(=O)n4C)CC2)cc1 | i | 1 | i | i | 0 | -20 | i | i | i | i | i
Cc1ccc(S(=O)(=O)N2CCCCC2c2cccnc2)c(C)c1C (stereo not drawn) | i | · | i | i | -2 | -10 | i | i | i | i | i
COc1ccc(Nc2cc(C)c3ccccc3n2)cc1 | i | 4 | i | i | 7 | 0 | i | i | i | i | i
CC(C)CCn1c(O)c(N=Nc2ccccn2)c2ccccc21 | i | 2 | i | i | 5 | -10 | i | i | i | i | i
C/C(=N\NC(=O)OC(C)(C)C)c1ccccc1Br | i | -2 | i | i | · | -5 | i | i | i | i | i
COCC(=O)N(C)C1(c2nnnn2CCOC(=O)Nc2cccc3ccccc23)CCCC1 | i | -5 | i | i | 6 | 1 | i | i | i | i | i
Cc1ccc2cc(S(=O)(=O)NCCCC(=O)O)ccc2c1 | i | 6 | i | i | 6 | 1 | i | i | i | i | i
Cc1ccc(N/N=C(\C#N)C(N)=S)c(C)c1 | i | 2 | i | i | 0 | -6 | i | i | i | i | i
CCSc1nnc(NC(=O)C2(C)Cc3ccccc3C(=O)O2)s1 (stereo not drawn) | i | 10 | i | i | 3 | -5 | i | i | i | i | i
CCOC(=O)c1sc2nc(CSc3nc4ccccc4n3CC)[nH]c(=O)c2c1C | i | -4 | i | i | 1 | -7 | i | i | i | i | i
O=C(COC(=O)C12CC3CC(CC(O)(C3)C1)C2)NC12CC3CC(CC(C3)C1)C2 | i | -1 | i | i | 2 | -4 | i | i | i | i | i

(cont.)
SMILES | ANO1 block | HDAC3 inhib | TRPC4 potent | KCNQ1 pot | Dyrk1A ADPGlo | hERG rescue | ANO1 activ | KCNK3 inh | KCNQ1 block | KCNK9 inh | TRPC4 act
COc1ccc(CCC(=O)N/N=C(\C)c2ccc3c(c2)OCO3)cc1 | i | 5 | i | i | 4 | -7 | i | i | i | i | i
CCOC(=O)C1=C(COC(=O)CNS(=O)(=O)c2ccc(C)cc2)NC(=O)NC1C (stereo not drawn) | i | 4 | i | i | -8 | -13 | i | i | i | i | i
CC(C)NC(=O)Cn1c(SCC(=O)N2CCCCCC2)nc2ccccc21 | i | -8 | i | i | 1 | -12 | i | i | i | i | i
COc1ccc(S(=O)(=O)NCC(c2ccco2)N2CCOCC2)cc1 (stereo not drawn) | i | 7 | i | i | -3 | -11 | i | i | i | i | i
COc1ccc(-c2cc(C(=O)N/N=C/c3cccnc3)c3ccccc3n2)cc1 | i | -2 | i | i | 5 | -25 | i | i | i | i | i
CC(=O)Nc1nnc(-c2c(-c3c(Cl)cccc3Cl)noc2C)o1 | i | -6 | i | i | · | -8 | i | i | i | i | i
COc1ccc(NC(=O)CN(C)C(=O)c2cccc(S(=O)(=O)N3CCN(C)CC3)c2)cc1 | i | 1 | i | i | 3 | -2 | i | i | i | i | i
CC(C)Cc1nc2n[nH]c(N)c2c2c1COC(C)(C)C2 | i | -2 | i | i | -8 | -2 | i | i | i | i | i
COc1cccc(C2Nc3ccc4ccccc4c3C3=C2C(=O)CCC3)c1O (stereo not drawn) | i | -1 | i | i | -2 | -6 | i | i | i | i | i
COc1ccc(CCNC2CC(=O)N(CCc3ccc(OC)c(OC)c3)C2=O)cc1 (stereo not drawn) | i | -11 | i | i | 0 | -8 | i | i | i | i | i
CN1CCN(C(=O)c2cn(-c3ccccc3)nc2-c2cccnc2)CC1 | i | -1 | i | i | 26 | -8 | i | i | i | i | i
COC(CNS(=O)(=O)c1cccc2nonc12)OC | i | -6 | i | i | -3 | -5 | i | i | i | i | i
CCCCN(CCCNC(=O)C1CCN(C(=O)c2cc3sccc3n2C)CC1)Cc1ccccc1 | i | -3 | i | i | 0 | -13 | i | i | i | i | i
Cc1cc(C)nc(OC(C(=O)O)C(OCCc2ccccc2)(c2ccc(F)cc2)c2ccc(F)cc2)n1 (stereo not drawn) | i | 0 | i | i | · | -11 | i | i | i | i | i
O=C(CCSCc1ccccc1Cl)NC1CCCCC1 | i | -2 | i | i | 1 | -18 | i | i | i | i | i

Assay outcomes as filed in PubChem BioAssay.

An excerpt (hit frequency here may not be typical).
